TRHR PAM: qHTS for Small Molecule Agonists and Allosteric Enhancers of Human TRH Receptor: Primary Screen for Enhancers; enhancement, % at 2 µM; 360,000 tested, 0.66% active; AID 493056, 2011; TRHR cells, fluo-8 calcium fluorescence, EC20 TRH enhancement; in the data active = enhancement above about 30%; also: 0% is about no effect
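TRHR-expressing cells loaded with fluo-8 calcium dye were read kinetically (ex 480/em 530) during compound addition, then stimulated with an EC20 of TRH (10 nM final). Enhancement of the Gq-mediated intracellular calcium response was scored.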
D1 antag: Antagonist of Human D 1 Dopamine Receptor: qHTS; HEK293 TREx D1 cells, calcium flux, dopamine EC80; hits give low values; activity change, negative = inhibition, % at 10 µM; 360,000 tested, 3.2% active; D(1A) dopamine receptor (Homo sapiens), P21728; in the data active = activity change below about -30%; also: % is scaled to controls: 0 for no effect and ±100 for the full control effect
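HEK293 T-REx cells expressing inducible, force-coupled D1 receptor; no-wash Ca dye, 30–90 min RT. Cmpd → 180 s read at 1 Hz → EC80 DA → 180 s read.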
D2 antag: HTS Assay for Allosteric Antagonists of the Human D2 Dopamine Receptor: Primary Screen for Antagonists | D(2) dopamine receptor (Homo sapiens), P14416 | HEK293 TREx D2 cells, calcium flux, dopamine EC80 | inhibition, % at 10 µM | 340,000 tested, 2% active; in the data active = inhibition above about 30%; also: 0% is about no effect
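Compounds are added to dye-loaded, induced HEK293 T-REx cells coupled to calcium release via D2; after a 3 min kinetic read an EC80 dopamine stimulus is given and fluorescence is recorded for 3 more min.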
RXFP1 antagonist: qHTS Assay for Antagonists of the Relaxin Receptor RXFP1; AID 1259400, 2018; activity change, negative = inhibition, % at 57.5 µM; HEK293-RXFP1, relaxin-stimulated cAMP HTRF, 30 min; hits give low values; 350,000 tested, 0.59% active;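 active = activity change of -60% or lower, but not beyond a set lower limit; inconclusive = change between -60% and -40%, or beyond the set limit; inactive = change above -40%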; also: % is scaled to controls: 0 for no effect and ±100 for the full control effect
Target sequence (Q9HBX9 whole entry, looked up): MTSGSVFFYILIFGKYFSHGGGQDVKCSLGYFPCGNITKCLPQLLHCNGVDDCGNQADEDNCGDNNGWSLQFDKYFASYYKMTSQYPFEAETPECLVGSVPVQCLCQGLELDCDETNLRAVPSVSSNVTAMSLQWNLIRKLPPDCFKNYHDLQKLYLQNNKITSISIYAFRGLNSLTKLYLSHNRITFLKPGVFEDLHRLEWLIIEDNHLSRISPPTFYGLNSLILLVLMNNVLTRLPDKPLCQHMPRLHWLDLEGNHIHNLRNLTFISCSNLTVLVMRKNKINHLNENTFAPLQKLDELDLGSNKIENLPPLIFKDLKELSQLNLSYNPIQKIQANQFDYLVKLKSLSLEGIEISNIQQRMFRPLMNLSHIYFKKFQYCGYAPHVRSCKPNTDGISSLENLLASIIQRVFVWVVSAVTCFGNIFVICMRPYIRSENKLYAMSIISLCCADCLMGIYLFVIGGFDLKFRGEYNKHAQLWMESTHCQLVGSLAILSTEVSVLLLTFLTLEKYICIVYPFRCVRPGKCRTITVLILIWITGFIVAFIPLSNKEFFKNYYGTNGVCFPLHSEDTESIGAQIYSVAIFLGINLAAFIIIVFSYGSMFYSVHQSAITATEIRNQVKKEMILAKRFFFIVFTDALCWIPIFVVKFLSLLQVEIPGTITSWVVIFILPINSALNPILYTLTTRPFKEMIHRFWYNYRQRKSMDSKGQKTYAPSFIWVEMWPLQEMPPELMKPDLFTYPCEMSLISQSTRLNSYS
D1 ag: Allosteric Agonists of the Human D1 Dopamine Receptor: qHTS; 360,000 tested, 1% active; HEK293 T-REx D1 cells, calcium flux, agonist mode; activation, % at 2 µM; in the data active = activation above about 30%; also: 0% is about no effect
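Tetracycline-induced HEK293 TREx D1 cells, force-coupled to calcium signalling, were dye-loaded with a no-wash calcium kit. Compound was pin-added after a 10 s baseline. Fluorescence was read kinetically at 1 cycle/s for 180 s, with calcium rises flagged as agonism.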
D2 agonist: HTS Assay for Allosteric Agonists of the Human D2 Dopamine Receptor: Primary Screen for Agonists; HEK293 T-REx D2 cells, calcium flux agonist mode; 340,000 tested, 0.53% active; activation, % at 2 µM;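 active = activation over 3 SD above normal in the single-dose calcium agonist read, cut at about 30% in these data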; also: 0% is about no effect
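In this primary screen, compounds producing a positive calcium signal within 180 s of addition to tetracycline-induced, force-coupled HEK293 Trex D2 cells are flagged; cells are dye-loaded with a no-wash calcium kit beforehand.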
D2 potentiator: HTS Assay for Positive Allosteric Modulators of the Human D2 Dopamine Receptor: Primary Screen for Potentiators. D(2) dopamine receptor (Homo sapiens), P14416. HEK293 T-REx D2, calcium flux, EC20 dopamine potentiation. potentiation, % at 10 µM. 340,000 tested, 0.34% active;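 active = potentiation over 3 SD above the plate norm, cut at about 30% in these data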; also: 0% is about no effect
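Calcium flux readout, no-wash dye, 1 read/s. Inducible HEK293 Trex D2 line, overnight 30 C. Compound alone 180 s (agonist flags), then EC20 dopamine, another 180 s to score potentiation.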
RXFP1 ag: qHTS Assay for Agonists of the Relaxin Receptor RXFP1; Relaxin receptor 1 (Homo sapiens), Q9HBX9; AID 2676, 2010; Potency, µM (titrated, usually from 57.5 µM), without a hit: at the highest dose activation, most hits filed as activators; HEK293T-RXFP1 cAMP TR-FRET, 30 min; response scale: percent of porcine relaxin response, buffer zero; 370,000 tested, 0.3% active; active = well fitted activation curve with a large enough effect; inconclusive = small, poorly fitted or top-dose-only effect; also: potency is read from the fitted curve at half-maximal effect; % is scaled to controls: 0 for no effect and ±100 for the full control effect; nearly all actives have a fitted effect of over 60% in size; many of its hits are not listed in these tables
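HEK293T cells stably expressing RXFP1 were pretreated with the PDE4 inhibitor Ro 20174, exposed to compounds for 30 min at 37C, lysed, and cAMP was read by TR-FRET. Data normalized to buffer (basal) and 29 nM porcine relaxin (100%).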
D1 PAM: Potentiators of Human D1 Dopamine Receptor: qHTS; D(1A) dopamine receptor (Homo sapiens), P21728; HEK293 TREx D1 cells, calcium flux, dopamine EC20 potentiation; potentiation, % at 10 µM; 360,000 tested, 0.036% active; AID 504651, 2011; in the data active = potentiation above about 30%; also: 0% is about no effect
The depositor's hits bear a star; ? = inconclusive; nt = not tested or not shown; [ ] = remark or other dose.

SMILES | TRHR PAM | D1 antag | D2 antag | RXFP1 antagonist | D1 ag | D2 agonist | D2 potentiator | RXFP1 ag | D1 PAM
COc1ccc(-c2nc(CSc3nnc(C)n4c3cc3occc34)c(C)o2)cc1OC | -0.7 | -14.0 | nt | -4.9 | 0.9 | -0.4 | 1.7 | 18.4% | 1.1
CC(C)NC(=O)Cn1c(=O)c2c(ncn2Cc2ccccc2)n(Cc2ccccc2)c1=O | 3.5 | 14.2 | -1.4 | -4.4 | 0.0 | 2.1 | 1.8 | 8.9% | 10.3
COC(=O)c1ccccc1NC(=O)c1nn(C)c2c1COc1ccccc1-2 | 4.9 | -1.0 | nt | -7.3 | -0.5 | 0.7 | -0.6 | -2.0% | -1.9
CCSc1nnc(NC(=O)Cc2ccc(OC)c(S(=O)(=O)N3CCOCC3)c2)s1 | -1.3 | -7.2 | 3.5 | -3.2 | 0.8 | -0.5 | -0.5 | 0.6% | -1.6
Cc1ccc(Nc2c3c(nc4nncn24)CCC3)c(C)c1 | -0.3 | -2.1 | nt | -1.7 | 2.9 | -0.3 | 12.5 | -1.3% | -1.7
Cc1cccc(N(C(=O)CCC(=O)Nc2cc(C)on2)C(C(=O)NC2CCCC2)c2ccncc2)c1 (configuration not stated) | 5.3 | 3.5 | 10.3 | -8.9 | 0.9 | 0.0 | 0.0 | 1.8% | -4.1
CC(=Nc1ccccc1)C1=C(O)CC(C)(C)CC1=O | -0.3 | 1.1 | nt | -9.2 | 2.2 | nt | nt | 0.7% | -0.1
O=c1oc2c(CN3CCOCC3)c(O)ccc2cc1-c1ccccc1 | 1.2 | 20.5 | nt | nt | 0.2 | nt | 12.9 | 12.7% | 5.2
CC1(C)C2CCC1(C)C(OC(=O)CCn1ccnc1)C2 (configuration not stated) | 0.2 | -2.5 | -0.8 | -20.1 | 2.5 | 0.2 | 13.1 | 0.6% | -3.0
CCN(CC)C(=O)Cn1nc(-c2ccc(Cl)cc2)c2ccccc2c1=O | -1.2 | 4.5 | 26.3 | 4.9 | 1.4 | 1.4 | -3.9 | 0.1% | 0.4
FC(F)(F)c1nc(Oc2ccccc2)c2ccccc2n1 | -2.6 | -4.4 | -28.7 | -18.9 | 3.8 | 0.8 | -5.8 | 0.3% | -3.5
CC(=O)c1cc2c(cc1N/C(=N/S(=O)(=O)c1ccc(F)cc1)c1ccccc1)OCO2 | 12.0 | 3.1 | nt | -1.5 | 0.5 | -1.4 | 2.9 | -1.6% | -0.5
O=C(COc1ccccc1)OCc1cc2ccccc2[nH]c1=O | -8.0 | -7.4 | 2.9 | -2.3 | 0.6 | 1.1 | -13.4 | -0.6% | -3.1
Cc1ccc(/C=N/NC(=O)c2nnn(-c3nonc3N)c2CN(C)C)o1 | 32.4* | -14.2 | 2.7 | 1.9 | 0.2 | 0.0 | 19.2 | -0.3% | -4.2
Cc1ccc(C(=O)NC(=O)OCCn2c(C)cnc2[N+](=O)[O-])cc1 | 0.3 | 11.4 | 11.9 | -7.0 | 2.4 | 1.9 | -0.7 | -1.7% | 2.6
O=S(=O)(NCCc1csc(-c2ccccc2)n1)c1ccc2c(c1)OCCO2 | 8.3 | -8.9 | 5.1 | -8.7 | 4.2 | 0.8 | 8.3 | 3.6% | -3.0
Cc1cc2[nH]c(=O)c(=O)[nH]c2cc1S(=O)(=O)Nc1cccc(C)c1C | 21.1 | -0.1 | 2.0 | 2.1 | 5.3 | 0.7 | 21.5 | -1.0% | 0.3
CC1(C)OC1COc1c2ccoc2cc2oc(=O)ccc12 (configuration not stated) | 0.2 | 5.2 | 12.4 | -2.5 | 0.3 | -1.8 | 9.5 | 4.0% | 0.4
CC(C)NC(=O)COc1coc(CN2CCN(c3ccccc3)CC2)cc1=O | 1.9 | -26.5 | -7.8 | -14.7 | 5.7 | 3.6 | -3.9 | 0.3% | -0.3
NC(N)=Nc1ccc(N=C(N)N)cc1 | 2.8 | -5.2 | -12.2 | 2.4 | 0.6 | 0.5 | -5.5 | 0.8% | -4.0
CC1(C)N=C(/C=N/O)CN1O | 3.7 | -1.4 | -13.2 | -4.4 | 0.8 | 0.8 | -4.2 | -0.3% | -5.4
CCCCNC(=O)CCCCCn1c(=O)[nH]c2cc(OC)c(OC)cc2c1=O | -3.0 | 3.0 | -14.8 | 8.4 | 2.4 | 0.5 | 4.6 | -0.2% | -1.7
COc1ccccc1N1CCN(C(=O)c2sc3ncnc(N4CCN(c5ccccn5)CC4)c3c2C)CC1 | -19.4 | -16.6 | -2.1 | -16.1 | 2.2 | -0.6 | -9.1 | -0.1% | -3.2
CN1CCN(c2nc3c(c(=O)n(C)c(=O)n3C)n2Cc2ccccc2Cl)CC1 | 1.7 | 1.0 | 5.0 | -1.3 | 1.1 | 0.2 | 7.6 | 3.2% | 1.2
COc1ccccc1N1CCN(C(=O)C(=O)c2cn(CC(=O)N3CCOCC3)c3ccccc23)CC1 | -1.5 | 8.2 | 4.3 | -0.2 | 0.5 | -0.6 | 0.7 | -1.8% | -3.2
COC(=O)CCCC(=O)N1CCCC(C(=O)c2ccc(-c3ccccc3)cc2)C1 (configuration not stated) | 3.5 | -30.0* | -2.7 | -5.4 | 4.0 | -0.7 | 3.3 | 3.0% | -8.6
CCOC(=O)c1c(C)[nH]c(C(=O)N/N=C\c2ccccc2Cl)c1C | -1.5 | -21.7 | nt | -17.7 | 12.5 | nt | nt | 3.5% | -11.5
COc1cc(C(C)=O)ccc1Oc1ncnc2c1cnn2-c1cccc(Cl)c1 | -1.9 | -1.5 | -6.2 | 4.6 | 0.5 | 0.3 | 5.0 | -0.3% | 1.3
COc1ccc(OC)c(CNC(=O)C2CCN(C(=O)N(C)C)CC2)c1 | -3.0 | 3.1 | -7.6 | 1.6 | 1.9 | -1.3 | nt | ? | -3.0
Clc1ccccc1Nc1nc2ccccc2o1 | -1.3 | 0.8 | nt | 10.5 | 2.0 | nt | nt | -3.3% | 2.0
O=C(Nc1cccc2ccccc12)C(=O)C1C(=O)Nc2ccccc21 (configuration not stated) | 4.8 | 9.8 | -4.9 | -8.3 | -0.8 | -0.3 | 0.0 | -35.6%[inhibitor] | -3.0
COc1ccc(Cc2nc(-c3ccccc3)no2)cc1 | -11.8 | -8.1 | -0.1 | -12.6 | 1.0 | -0.5 | -9.8 | 2.7% | -5.4
Cc1ccc2nc(C(O)C(O)c3nc4ccc(C)cc4[nH]3)[nH]c2c1 (configuration not stated) | -0.8 | -0.8 | -8.0 | 11.5 | 11.9 | -0.1 | -0.1 | -0.5% | 7.2
CCOC(=O)c1ccc(NC(=O)Nc2c[nH]c(=O)[nH]c2=O)cc1 | 3.7 | 6.6 | nt | 0.3 | 4.3 | -0.1 | 3.6 | -1.5% | -5.0
O=C(CNC(=O)C1CCCCC1)NCCCO | 5.3 | -16.0 | -2.2 | -15.2 | 0.8 | -0.1 | -5.5 | -1.1% | -1.6
Cc1cc(Cl)ccc1NC(=O)COC(=O)c1c(C)noc1C | 16.5 | 5.4 | 4.9 | 3.8 | 9.4 | 0.3 | 7.7 | 3.2% | -3.7
CCCNc1nc2c(c(=O)[nH]c(=O)n2C)n1Cc1cccc(Br)c1 | -3.1 | -7.6 | -11.7 | 6.1 | -0.4 | -0.1 | 2.0 | 2.4% | -5.6
CCc1ccc(S(=O)(=O)c2c(C(=O)c3ccc(C)c(C)c3)cnc3ccccc23)cc1 | -0.7 | 24.0 | nt | 5.7 | 1.7 | nt | 22.8 | 0.0% | -5.4
CC1=C(C(=O)Nc2cccnc2)C(c2cccc(F)c2)n2nc(SCc3ccccc3)nc2N1 (configuration not stated) | -6.8 | -14.7 | nt | nt | -0.7 | 0.2 | 3.6 | 1.5% | -0.1
Cc1cc(NC(=O)c2sc(Nc3cccc(C(F)(F)F)c3)nc2N)no1 | 1.0 | 3.1 | 8.7 | -12.6 | 1.1 | -0.1 | -0.3 | -0.3% | 4.4
COc1cccc(-c2sc3ccc(OC)cc3c2C#CC(C)(C)O)c1 | 3.2 | nt | -6.4 | nt | 0.1 | 0.0 | -9.9 | 1.6% | 0.1
CCCCn1c(C)cc2c(c1=O)C1O[C@](c3ccsc3)(Cc3cc(OC)c(OC)cc31)O2 | -8.7 | -3.6 | nt | nt | 1.4 | nt | nt | -0.6%[11.5 µM] | -2.6
C=CCN=C1CC(C)(C)C(C(=O)OC)C(O)=C1C(=O)CCC (configuration not stated) | -1.1 | 3.6 | -9.7 | -38.2 | 1.1 | -1.0 | -2.5 | -1.6% | 7.0
c1ccc(C2(c3ccccc3)OCC(Cn3cncn3)O2)cc1 (configuration not stated) | -8.7 | -3.2 | nt | -5.4 | 0.9 | nt | nt | -0.2% | 4.2
CCn1c(SCC(=O)NCc2ccco2)nnc1C1CCCC1 | 0.0 | -13.1 | -7.5 | 11.0 | 1.4 | 0.3 | 13.5 | -0.2% | 3.2
CN(Cc1nc2c(s1)CCCC2)C(=O)CCc1nnc(-c2ccc3c(c2)OCO3)o1 | -5.6 | -18.5 | -10.7 | 2.6 | 1.6 | -1.9 | 6.1 | 2.2% | -5.0
Clc1ccc(CN2CCN(c3ccccc3)CC2)cn1 | 6.9 | -1.4 | 89.9* | 7.0 | 0.3 | 74.1* | -21.8 | -0.2% | -1.4

Some of these compounds in order of the D1 antag value, highest first.
structure,D1 antag
COc1ccc(OC)c(CNC(=O)C2CCN(C(=O)N(C)C)CC2)c1,3.1
CN1CCN(c2nc3c(c(=O)n(C)c(=O)n3C)n2Cc2ccccc2Cl)CC1,1.0
COc1cc(C(C)=O)ccc1Oc1ncnc2c1cnn2-c1cccc(Cl)c1,-1.5

Retrieved by compound from the list above, 2 records:
SMILES | TRHR PAM | D1 antag | D2 antag | RXFP1 antagonist | D1 ag | D2 agonist | D2 potentiator | RXFP1 ag | D1 PAM
c1ccc(C2(c3ccccc3)OCC(Cn3cncn3)O2)cc1 (configuration not stated) | -8.7 | -3.2 | nt | -5.4 | 0.9 | nt | nt | -0.2% | 4.2
CCCNc1nc2c(c(=O)[nH]c(=O)n2C)n1Cc1cccc(Br)c1 | -3.1 | -7.6 | -11.7 | 6.1 | -0.4 | -0.1 | 2.0 | 2.4% | -5.6

Screening results as filed in PubChem.

Only part of the results is shown (hit frequency here may not be typical).
